NSD2 HMT inh: NSD2 (human) methyltransferase inhibition. inhibition, % at 12.5 µM. O96028. NSD2 peptide methylation, AlphaScreen, 120 min. hit rate 0.54% among 310,000; in the data active = inhibition above about 50%
CDK5 inh: blocks human CDK5/p35 kinase activity | Recombinant CDK5/p35, ADP-Glo luminescence, 60 min | inhibition, % at 10 µM | hit rate 0.01% among 330,000;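 active = highest replicate inhibition of at least 50% and at least 75% of replicates reaching 50%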;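 note: plate controls were DMSO neutral control for no effect and GW8510 at 10 µM for full effect; many of its hits are not listed in these tables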
dFosB activator: activators of mouse delta FosB homodimer; P13346; purified delta FosB, TAMRA-CDK5 oligo fluorescence polarization; percent of positive-control signal above neutral wells; activation, % at 25 µM; hit rate 0.99% among 340,000; AID 493131;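 active = mean activation above about 17%, with every replicate also reaching it, limit read from the data, passing the limit was not always enough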;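 note: fluorescence polarization rise as delta FosB binds a TAMRA Cdk5 AP-1 oligo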
Target sequence (P13346 whole entry, looked up): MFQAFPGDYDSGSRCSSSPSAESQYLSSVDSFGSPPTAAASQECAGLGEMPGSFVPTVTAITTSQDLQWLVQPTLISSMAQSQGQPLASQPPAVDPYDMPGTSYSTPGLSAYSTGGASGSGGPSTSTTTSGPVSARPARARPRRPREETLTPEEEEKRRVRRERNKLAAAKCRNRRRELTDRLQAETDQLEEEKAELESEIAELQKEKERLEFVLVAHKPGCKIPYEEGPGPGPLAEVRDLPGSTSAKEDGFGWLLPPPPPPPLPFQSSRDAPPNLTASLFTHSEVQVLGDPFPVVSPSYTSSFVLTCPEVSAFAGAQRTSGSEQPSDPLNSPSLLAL
PKA-R1A activ: activators of PKA-R1A complex. P00514+P68181. PKA-R1A dissociation, Cy5-IP20 fluorescence polarization; scaled: DMSO 0%, 113 µM cGMP 100%. activation, % at 11.4 µM. hit rate 0.083% among 340,000. AID 504707;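 active = percent activation above the mean of all tested compounds plus 3 SD, cut at about 19% in these data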;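 note: higher means more PKAc released from R1A so a rise in polarization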
SR-BI HDL uptake: blocks mouse SR-BI lipid uptake from DiI-HDL | inhibition, % at 12.5 µM | Q61009 | hit rate 0.96% among 320,000 | ldlA[mSR-BI] CHO cells, DiI-HDL uptake fluorescence, 3 h | AID 488896;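 active = mean replicate inhibition of at least 70% and a set share of replicates each scoring 70 or more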;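 note: 0% = median of neutral control wells and 100% = median of positive control wells; values of inactives mirror those of a sister screen read the other way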
Target sequence (Q61009 whole entry, looked up): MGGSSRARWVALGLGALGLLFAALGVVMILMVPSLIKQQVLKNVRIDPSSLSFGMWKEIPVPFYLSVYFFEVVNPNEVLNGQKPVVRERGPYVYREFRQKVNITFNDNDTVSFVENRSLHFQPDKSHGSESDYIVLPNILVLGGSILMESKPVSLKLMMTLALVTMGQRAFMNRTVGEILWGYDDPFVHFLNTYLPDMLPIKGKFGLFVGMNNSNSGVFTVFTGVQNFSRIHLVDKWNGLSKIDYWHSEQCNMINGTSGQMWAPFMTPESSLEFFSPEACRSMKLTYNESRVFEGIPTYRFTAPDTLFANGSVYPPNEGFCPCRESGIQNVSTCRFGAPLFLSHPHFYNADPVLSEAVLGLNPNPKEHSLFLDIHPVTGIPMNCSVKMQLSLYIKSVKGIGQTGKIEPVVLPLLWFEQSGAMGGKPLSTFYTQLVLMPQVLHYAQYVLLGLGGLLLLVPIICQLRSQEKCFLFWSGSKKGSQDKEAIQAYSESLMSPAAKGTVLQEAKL
Arr AP2 block: inhibitors of human beta-arrestin and AP2 interaction. FITC-arrestin peptide / GST-AP2 beads, flow cytometry; AP2 beta2 appendage carries R879A mutation. inhibition, % at 10 µM. hit rate 0.31% among 340,000;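 active = inhibition above a set limit, near 3 SD of compounds lacking own fluorescence, cut at about 54% in these data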;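 note: plate controls were DMSO wells for no effect and 5 µM unlabelled arrestin peptide for full effect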
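Material – GST-tagged AP2 beta2-adaptin appendage (R879A) on 4 µm glutathione beads · Probe or stimulus – fluorescein-tagged arrestin peptide at 50 nM final · Timing – 12 min plus 1 h, RT · Detection – bead flow cytometry, FITC channel · Read-out basis – inhibition as reduced fluorescein signal on beads, percent · Medium – PBS plus Tween 20 (0.05%) and BSA (0.1%)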
Mot1-301 SUMO: blocks SUMOylation pathway, rescuing yeast Mot1-301 growth; S. cerevisiae Mot1-301 growth rescue, ATP luminescence, 38.5C; percent above DMSO median, 100 means doubled; AID 2716; hit rate 1% among 320,000; growth rescue, % at 18.8 µM;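 active = every valid replicate shows activation above 250% relative to neutral control wells; inactive = the rest, any valid replicate at or below 250%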;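 note: OY570 slx delta 5 strain wells were the positive control but not used for scaling; some compounds called inactive have numbers as strong as hits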
MITF act: MITF TRPM1 promoter activation in melanoma cells; SK-MEL-5 TRPM1-promoter luciferase, 24 h; % of positive control, neutral wells = 0; activation, % at 12.5 µM; hit rate 0.75% among 300,000; AID 588334;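 active = mean activation of at least 80% with every replicate also reaching 80%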;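 note: 0% = neutral control wells and 100% = parthenolide positive control wells; values of inactives mirror those of a sister screen read the other way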
SR-BI uptake up: enhances SR-BI lipid uptake from DiI-HDL; CHO ldlA[mSR-BI] cells, DiI-HDL uptake fluorescence, 3 h; 100 = double the neutral-control signal; activation, % at 12.5 µM; hit rate 0.096% among 320,000;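 active = mean replicate activation of at least 60% and every replicate at or above 60%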;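 note: 0% = median plate neutral-control signal and 100% = twice that signal; values of inactives mirror those of a sister screen read the other way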
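Test system: SR-BI-overexpressing, LDLR-lacking CHO cells; Also added: labelled HDL, 10 µg/mL; Measured by: bottom-read cell fluorescence after medium removal, ex 550/em 595 nm; Timing: 3 h uptake period with compound, 37 °C; Buffer or medium: F12, 0.5% BSA, 25 mM HEPES; Doses: single compound concentration, delivered by pin transfer.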
PKA-R2B activ: activators of human PKA-R2B complex; AID 504700; activation, % at 11.4 µM; P22694+P31323; hit rate 0.079% among 340,000; PKA-R2B holoenzyme dissociation, Cy5-IP20 fluorescence polarization; R2B truncated from residue 108, S112A mutant; 0% DMSO only, 100% 113 µM cGMP;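 active = activation above a cutoff set at the mean over all compounds plus 3 SD, cut at about 18% in these data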;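 note: higher means more holoenzyme dissociation and a rise in polarization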
Pemphigus Ab inh: blocks pemphigus antibody binding to human desmoglein-3 | P32926 | DSG3-coupled beads, scFv-anti-DSG3-GFP binding, flow cytometry; stronger effect = lower value | binding (percent of control), % at 10 µM | hit rate 0.48% among 310,000;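 active = binding more than 3 SD below its plate's average and above zero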; note: some compounds called inactive have numbers as strong as hits
Active calls of the source: *; x = no result given.

SMILES	NSD2 HMT inh	CDK5 inh	dFosB activator	PKA-R1A activ	SR-BI HDL uptake	Arr AP2 block	Mot1-301 SUMO	MITF act	SR-BI uptake up	PKA-R2B activ	Pemphigus Ab inh
Cc1cc(=O)n2nc(N3CCCC(C(=O)N4CCc5ccccc54)C3)sc2n1 (configuration not stated)	x	-1.1	-9	5	16	-39	-7	-27	x	8	108
CC(=O)NN1C(=O)/C(=C2/Sc3ccccc3N2C)SC1=S	-2	0.4	1	2	-4	21	0	-3	4	6	93
CC(=O)N1CCN(CC(=O)Nc2c(Cl)ccc(C)c2Cl)CC1	-1	2.9	-2	-10	-6	28	-6	3	6	-9	99
O=C(Nc1ccc(N2CCCC2)c(Cl)c1)c1ccc2c(c1)OCCO2	1	-0.2	0	-1	62	0	-13	15	-62	-19	108
COc1ccc(-c2ccc3c(c2)O/C(=C\c2ccsc2)C3=O)cn1	x	2.1	-21	-10	-6	-2	-13	73	6	-5	105
CC(C)C(NC(=O)c1ccc(C(C)(C)C)cc1)C(=O)OCC(=O)NC(=O)Cc1ccccc1 (configuration not stated)	x	-0.5	-5	5	-19	-8	-17	5	19	-5	108
Cc1nn(Cc2ccccc2)c2sc(C(=O)NCc3cccnc3)cc12	-4	-0.1	-29	0	-3	5	17	x	3	-13	102
COc1ccc(CCNC(=O)C(=O)c2cn(CC(=O)N3CCOCC3)c3ccccc23)cc1	7	-0.8	-13	1	18	0	-17	2	-18	4	107
O=c1[nH]c(-c2ccc(Cl)cc2)nc(=S)[nH]1	9	-1.0	1	1	2	-3	-10	-1	-2	1	112
Cc1cc(N2C(=O)C(O)=C(C(=O)c3cc4ccccc4o3)C2c2cccs2)no1 (configuration not stated)	x	-0.7	-10	-1	-31	14	22	-9	31	1	100
CCOC(=O)C1(CC2CCCCO2)CCN(Cc2cn[nH]c2-c2cccc(F)c2)CC1 (configuration not stated)	0	2.2	-6	-4	x	6	6	-2	x	-4	89
C=CCNc1nc(C(=O)OCC(=O)c2cccc(Br)c2)cs1	-2	-0.8	-10	-3	13	-4	7	3	-13	-12	x
O=C1CC(NNC(=O)c2ccccc2)C(=O)N1 (configuration not stated)	0	-0.5	-2	10	-17	6	0	x	17	-5	98
O=C(Nc1cc(S(=O)(=O)N2CCOCC2)ccc1N1CCCC1)c1cccnc1Cl	0	1.8	-3	-3	-24	29	-5	5	24	2	104
Cc1onc(-c2c(Cl)cccc2Cl)c1C(=O)NCc1ccccn1	1	-1.3	-1	2	-25	7	8	-11	25	11	101
Cc1cccc(C)c1NC(=O)CSc1nnc(-c2ccco2)c(-c2ccco2)n1	x	-10.0	-10	-8	-39	16	125	4	39	3	94
CCC(=O)c1ccc(OCC(=O)Nc2ccccc2C(=O)NC2CC2)cc1	-4	1.7	14	12	9	4	-6	2	-9	4	x
CCOc1cc(-c2c(C#N)c(=O)[nH]c3c2c(C)nn3-c2ccc(F)cc2)ccc1O	0	-0.8	-3	3	20	6	21	5	-20	14	102
Nc1c(/C=C2/C=CC(=O)C(O)=C2)c(=O)nc2sc(CC(=O)N3CCCCC3)nn12	142*	-1.1	-5	3	-21	33	-6	9	21	-3	101
CCCCOC(=O)Nc1ccc2c(C)cc(=O)oc2c1	-2	-1.4	-15	3	23	4	-5	x	-23	0	111
CCS(=O)(=O)N1CCCC(C(=O)NCCCOC)C1 (configuration not stated)	-5	0.3	0	0	-14	-1	-13	2	14	3	95
O=C(CN1C(=O)NC2(CCCc3ccccc32)C1=O)NC1CCCCC1 (configuration not stated)	1	-0.3	-3	-9	9	29	-4	-5	-9	-14	97
COCc1nnc(NC(=O)c2cccc(NC(=O)C(C)C)c2)s1	0	-1.3	0	-12	-5	-8	8	20	5	0	113
COc1ccc(S(=O)(=O)N(CC(=O)Nc2ccc3c(c2)OCO3)c2ccccc2OC)cc1	-8	0.3	5	-11	5	3	94	-5	-5	-4	100
CN(c1ccccc1)S(=O)(=O)c1ccc(Cl)c(C(=O)Nc2nn[nH]n2)c1	-1	-0.7	0	-1	-15	-6	-13	-4	15	6	107
O=C(O)C1C2C=CC(C2)C1C(=O)NCc1ccccc1F (configuration not stated)	0	-0.3	12	-12	-30	-23	73	1	30	-8	103
CC1=C(C(=O)OCC2CCCO2)C(c2ccc(C)cc2)C2=C(CC(C)(C)CC2=O)N1 (configuration not stated)	-5	-3.1	-14	-6	-18	10	x	8	18	-10	102
COc1ccccc1N=C1NC(=O)/C(=C/c2ccc(N(C)C)cc2)S1	2	0.7	-9	-15	14	42	42	6	-14	2	128
CC(=O)Nc1ccc(NC(=O)CSc2nnc(-c3cccs3)n2N)cc1	2	-6.1	3	-1	-10	-2	4	11	10	-9	90
COC(=O)c1ccc(NC(CC(C)C)C(=O)OC)c([N+](=O)[O-])c1 (configuration not stated)	29	x	-5	-12	55	0	16	1	-55	-5	92
O=C(C1CCCN(C2CC(=O)N(c3ccc(F)cc3)C2=O)C1)N1CCCC1 (configuration not stated)	-3	0.0	-4	4	-9	-9	198	5	9	-3	114
CCCC(=O)N/C(N)=N/c1nc2ccccc2o1	-1	2.6	-7	8	23	14	5	88*	-23	1	x
CC(C)(C)OC(=O)N1CCC(c2c(C(=O)NC3CC3)cnn2-c2ccc(Cl)cc2)CC1	-1	-2.1	-9	0	-9	42	19	-9	9	3	107
CC(=O)NCCc1ccc(C(=O)Cn2cnc3ccccc3c2=O)cc1	0	1.2	0	5	x	-2	1	x	x	6	114
O=C(Nc1nncs1)c1cccc(S(=O)(=O)N2CCCCC2)c1	-3	-2.8	2	0	x	5	4	x	x	1	x
CC(C)=CCc1c(O)ccc2c1OC(c1ccc(O)c(O)c1)CC2=O (configuration not stated)	x	-0.7	-8	-6	3	1	14	-69	-3	-10	x
CCCOP(=O)(c1ccc(N(C)C)cc1)C(O)c1ccncc1 (configuration not stated)	-1	0.7	0	-1	-2	1	-4	-1	2	-17	100
Cc1ccc(Nc2nnc(-c3ccc(N4CCOCC4)c([N+](=O)[O-])c3)c3ccccc23)cc1	3	0.9	0	-5	69	1	226	3	-69	-2	81
CCOC(=O)CSc1nnc(NCC(=O)OC(C)C)c(=O)[nH]1	1	0.4	-3	8	8	11	4	x	-8	4	108
COC(=O)C1=NN(C(=O)c2cccc(Cl)c2)C(O)(C(C)(C)C)C1 (configuration not stated)	-2	-2.1	-1	-13	32	-10	2	3	-32	-13	100
C=CCn1c(N2CCCC2)nc2c1c(=O)n(C)c(=O)n2C	4	0.4	2	5	-16	-2	106	x	16	-3	126
O=C(COc1ccc(-c2nnco2)cc1)Nc1cc([N+](=O)[O-])ccc1F	-2	-0.5	-1	-1	51	2	-12	5	-51	2	90
Cc1nc2sc(C(N)=O)c(N)c2c(C)c1CC(=O)c1ccccc1	1	1.7	-5	6	19	-15	2	55	-19	-4	102
Cn1nccc1C(=O)N/N=C/c1ccccc1[N+](=O)[O-]	-3	0.9	-1	4	-12	-3	1	50	12	1	106
O=C(Nc1cc(S(=O)(=O)N2CCOCC2)ccc1Cl)C1CCC1	-2	1.0	-1	2	-15	-5	71	7	15	-7	100
COc1ccc(C(C)=O)cc1CN1C(=O)NC(c2ccccc2)(c2ccccc2)C1=O	5	1.0	5	-6	x	3	-3	-11	x	-3	108
CN1CCN(S(=O)(=O)c2ccc(Oc3ccc(F)cc3Br)nc2)CC1	0	1.1	-4	-10	-8	30	9	16	8	-11	91
O=C(N1CCN(S(=O)(=O)c2ccc(Cl)cc2)CC1)n1ccnc1	-1	-1.5	3	-3	-65	1	29	-11	65*	7	99
FC(F)(F)c1cccc(Cn2nnnc2-c2cc(Cl)cc(Cl)c2)c1	-3	-0.2	-11	-17	-9	7	-10	4	9	4	x
O=C(CCNC(=O)c1ccc([N+](=O)[O-])cc1)Nc1ccccc1N1CCCCC1	2	-1.2	-6	-1	15	0	480	5	-15	-5	113
Other compounds.
SMILES	NSD2 HMT inh	CDK5 inh	dFosB activator	PKA-R1A activ	SR-BI HDL uptake	Arr AP2 block	Mot1-301 SUMO	MITF act	SR-BI uptake up	PKA-R2B activ	Pemphigus Ab inh
O=C(CSc1nc2c(c(C(F)(F)F)n1)CCc1ccccc1-2)NCc1ccccc1	-4	1.9	-10	-1	15	4	-14	-1	-15	-4	98
Cc1sc2nc(C(C)C)oc(=O)c2c1C	2	0.5	-4	5	-3	1	-18	-10	3	4	97
O=C(NCCN1C(=O)S/C(=C\c2ccc(Cl)c(Cl)c2)C1=O)c1ccc2c(c1)C(=O)N(Cc1ccncc1)C2=O	-2	0.1	1	-2	35	19	-15	6	-35	-18	99
CCOC(=O)C1CCN(C/C=C/c2ccccc2OC)CC1	x	-1.0	2	-11	-25	-18	4	-7	25	4	99
O=C(CSCc1cccc(Br)c1)NC1CC1	-2	-1.2	-4	4	-30	-14	16	1	30	6	101
OC1(c2ccc(Cl)cc2)CCN(Cc2c[nH]c3ccccc23)CC1	x	0.1	1	-11	-2	-3	-8	18	2	1	100
c1ccc(SCCc2ccncc2)cc1	-1	-0.7	-2	1	-8	2	21	35	8	-11	111
CCc1nc(SCC(=O)Nc2ccc(F)cc2F)c2c(=O)n(C)c(=O)n(C)c2n1	-2	0.3	6	-7	1	-16	-5	2	-1	2	96
O=C1CCCN1C(=O)COc1ccccc1[N+](=O)[O-]	4	1.5	2	-7	-7	1	-3	-1	7	-11	99
O=C(CCN1C(=O)C2CC=CCC2C1=O)Nc1nccs1 (configuration not stated)	-5	-0.8	5	-2	21	7	-2	2	-21	1	x
Cn1c(=O)c(=O)n(C)c2cc(S(=O)(=O)Nc3ccc4c(c3)OCCO4)ccc21	1	1.5	-6	6	0	0	-3	-27	0	2	93
COC(=O)c1c(N)sc2c1CCN(c1ncc(C(F)(F)F)cc1Cl)C2	0	-0.1	-1	1	1	-2	1	-13	-1	-4	116
O=C(Nc1cc(Cl)ccc1-n1cncn1)c1cncc(Br)c1	0	-8.1	-5	6	2	1	9	-24	-2	-12	99
COC(=O)c1ccc(COc2ccccc2/C=N/NS(=O)(=O)c2ccc(C)cc2)cc1	-2	-0.3	0	-11	30	0	217	-13	-30	-21	99
